# FAK blocker: blocks human focal adhesion kinase activity | biochemical FAK kinase activity assay | inhibition, %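 (tested at 7 µM)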 | 97,000 tested, 0.84% active | AID 727; in the data active = inhibition above about 19%;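 note: 0% = DMSO and 100% = reference compound high control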
# PLK1 PBD inh: inhibitors of human Plk1 polo box domain binding; AID 693; inhibition, %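 (tested at about 20 µM)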; 97,000 tested, 0.13% active; P53350; Plk1 PBD phosphopeptide binding, fluorescence polarization; in the data active = inhibition above about 34%, passing the limit was not always enough
# Rev-RRE block: inhibitors of HIV-1 Rev-RRE RNA interaction; Rev peptide-RRE RNA binding, FRET; inhibition, % at 8 µM; 97,000 tested, 0.79% active;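 active = inhibition above the screen-wide mean plus 3 SD, cut at about 35% in these data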;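 note: 0% = median DMSO wells and 100% = median Neomycin B control wells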
# Target sequence (P05866 whole entry, looked up): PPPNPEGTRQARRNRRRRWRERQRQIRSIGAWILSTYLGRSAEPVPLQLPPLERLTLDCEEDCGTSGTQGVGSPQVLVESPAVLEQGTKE
#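 Test system: Cy5-tagged RRE RNA duplex with fluorescein-tagged Rev peptide | Read-out: % inhibition of FRET ratio versus controls | Probe or stimulus: Labelled Rev peptide | Incubation: 5 min RNA-compound premix plus 15 min binding step, 25 °C | Technique: FRET fluorescence readout | Benchmarks: DMSO low control, neomycin B high control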
# Mac1 fbg enh: CD11b/CD18-fibrinogen binding enhancement. K562 CD11b/CD18 adhesion to fibrinogen, ATPlite luminescence. activation, % at 10 µM. AID 1499. P05107+P11215. 93,000 tested, 0.07% active;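 active = 10 µM primary screen giving 50% or more activity, confirmed by 40% or more on retest at that dose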; note: strong numbers were not always called active
# ERa SRC1 inh: ER-alpha (human) coactivator binding inhibition; P03372; TR-FRET ER-alpha LBD / SRC-1 peptide, estradiol-bound; inhibition, % at 25.6 µM; 86,000 tested, 1.7% active; in the data active = inhibition above about 50%;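 note: 0% = receptor plus peptide control and 100% = peptide only without receptor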
# Mac1 fbg inh: inhibitors of human CD11b/CD18 binding to fibrinogen | 93,000 tested, 0.54% active | P05107+P11215 | K562 CD11b/CD18 adhesion to fibrinogen, ATPlite luminescence; Mn2+ added to activate the integrin | inhibition, % at 10 µM;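 active = primary inhibition of 50% or more at 10 µM, then 40% or more on retest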; note: some results filed as inactive read as strong as hits
# PLK1 kinase inh: PLK1 (human) kinase inhibition; P53350; recombinant PLK1 kinase, TR-FRET peptide phosphorylation; inhibition, % at 10 µM; 97,000 tested, 0.53% active;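 active = inhibition of 50% or more in the single-concentration screen; inactive = inhibition below 50%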;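 note: 0% = DMSO max control and 100% = H-89 dihydrochloride min control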
# ERa coact pot: ER-alpha (human) coactivator binding potentiation; TR-FRET ERalpha-LBD/SRC-Cy5 coactivator binding, 2 h; 100 = basal binding, no effect; P03372; coactivator binding (% of control), % at 25.6 µM; AID 639; 86,000 tested, 1.3% active; in the data active = activity above about 200%;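 note: binding measured in presence of low estradiol as agonist stimulus; 0% = peptide alone without receptor and 100% = receptor with peptide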
# ERb SRC1 inh: blocks coactivator binding to human estrogen receptor beta | Q92731 | TR-FRET ER-beta LBD / SRC1-Cy5 peptide binding; receptor agonist-loaded with 1 µM estradiol | inhibition, % at 25.6 µM | 86,000 tested, 1.3% active | AID 633;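 active = compounds whose percent inhibition of the receptor-coactivator binding signal exceeds about 50% in the single-dose screen, limit read from the data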;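 note: 0% = receptor plus peptide wells without compound and 100% = peptide-only wells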
# Target sequence (Q92731 whole entry, looked up, the tested form may be a part): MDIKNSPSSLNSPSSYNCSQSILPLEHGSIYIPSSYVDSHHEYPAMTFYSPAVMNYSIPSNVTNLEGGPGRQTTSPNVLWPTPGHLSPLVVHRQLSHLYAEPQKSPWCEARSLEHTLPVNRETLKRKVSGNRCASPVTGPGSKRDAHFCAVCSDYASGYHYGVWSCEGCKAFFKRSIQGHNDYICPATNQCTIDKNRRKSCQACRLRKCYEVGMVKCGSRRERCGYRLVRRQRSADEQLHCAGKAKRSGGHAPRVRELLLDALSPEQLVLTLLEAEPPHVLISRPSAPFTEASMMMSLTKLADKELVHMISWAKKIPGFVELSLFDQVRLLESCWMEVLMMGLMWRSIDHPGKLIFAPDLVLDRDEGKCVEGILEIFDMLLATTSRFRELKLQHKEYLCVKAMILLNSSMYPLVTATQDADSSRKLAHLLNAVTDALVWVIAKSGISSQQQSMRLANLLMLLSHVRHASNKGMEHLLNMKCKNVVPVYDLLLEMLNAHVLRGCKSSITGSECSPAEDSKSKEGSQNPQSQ
# Numbers without * were called inactive; · = no result given; [ ] = remark or other dose. Random draw from the library; overall some 4.7% were active at least once.
SMILES,FAK blocker,PLK1 PBD inh,Rev-RRE block,Mac1 fbg enh,ERa SRC1 inh,Mac1 fbg inh,PLK1 kinase inh,ERa coact pot,ERb SRC1 inh
CCC/S(CC1CC1(Cl)Cl)=N\S(=O)(=O)c1ccc(C)cc1 (stereo not drawn),-2,12,4,-6,-4,11,-8,108,1
CC1Cc2ccccc2N1C(=O)COC(=O)c1ccc(S(=O)(=O)N(C)C)cc1 (stereo not drawn),0,-18,12,-3,-3,-24,-7,100,-5
O=C(NC1CC1)C1=NOC(CNc2ncc(C(F)(F)F)cc2Cl)C1 (stereo not drawn),0,11,-6,2,4[fluorescence artefact?],-2,-5,105,0
COc1nc(N(C)S(=O)(=O)c2ccc(C)cc2)nc(C)c1Cl,·,·,·,-1,3[fluorescence artefact?],-5,·,118,-1[fluorescence artefact?]
COC(=O)[C@H](CCSC)NC(=O)NC1CCN(Cc2ccccc2)CC1,-1,-20,5,-4,-6,3,-2,121[fluorescence artefact?],-2
CCOC(=O)CSC(C)C(=O)Nc1nnc(C(C)C)s1 (stereo not drawn),7,-6,6,·,-8,·,64*,130,-9
CCOC(=O)c1c(-c2ccc(C)o2)csc1NC(=O)CN1CCOCC1,0,-26,-2,-1,9,-28,-1,85,5
Cc1ccc(CSCC(=O)N2CCN(c3ccc(F)cc3)CC2)cc1,-1,2,8,-6,-18,-16,109*,113,6
CC(=O)Nc1nonc1-c1nc2ccccc2n1CC1CC1,3,11,2,-1,1,-1,-7,90,4
Cc1ccc(S(=O)(=O)Cn2nnnc2CN2CCN(Cc3ccc4c(c3)OCO4)CC2)cc1,-3,-1,8,5,18,5,-21,114,-2[fluorescence artefact?]
CCC1(C)Cc2c(C#N)c(N)n(N)c(=S)c2CO1 (stereo not drawn),-1,-6,4,·,-9,·,-4,97,-24
Cc1cc(=O)n2nc(N3CCC(C(=O)N4CCN(Cc5ccccc5)CC4)CC3)sc2n1,2,-16,3,2,-26,-31,1,106,-20
CCOC(=O)c1cc2oc(C)cc2n1CC(=O)OC1CCCCC1,-3,-1,3,10,-2,-5,-12,102,1
Cc1cc(C)n2nc(CC(=O)NC3CCCCCCC3)nc2n1,0,3,6,-3,-8,-4,-4,120,-10
CC(C)(C)NC(=O)NC(=O)CSc1nnc(COc2ccccc2Cl)o1,3,9,7,1,-2,10,-11,91,-15
COc1ccc(Nc2nc(-c3sc(N)nc3C)cs2)cc1,-2,3,-1,2,6[fluorescence artefact?],22,-5,75[fluorescence artefact?],14[fluorescence artefact?]
COc1ccc(C(=O)Nc2nc(-c3cccs3)c(NC(C)=O)s2)cc1,0,-2,2,·,-37,·,-6,95[fluorescence artefact?],0
O=C(CCNc1cc(Cl)cc(Cl)c1)c1ccco1,-1,-16,2,-8,-1,14,-1,95,-4
COc1cc2sc(C)nc2c2sccc12,·,·,·,-4,-5,-4,·,98,-1
Cc1ccc(C(=O)OCC(=O)Nc2ccccc2)cc1NC(=O)c1ccco1,1,-4,4,78,-5,-6,-4,113,-5
COC(=O)CN1C(=O)N(c2ccccc2)C(N(O)C(=O)Nc2ccccc2)C1(C)C (stereo not drawn),-5,0,3,-1,-5,6,-4,123,-4
CCOC(=O)c1ccc(S(=O)(=O)Nc2cc(C(C)(C)C)no2)cc1,-4,-16,-3,1,6,-24,-9,102,2
CCC1Sc2ccccc2N(CC(=O)NCc2ccccc2OC)C1=O (stereo not drawn),1,-28,6,-6,0,1,-16,111,-6
COc1ccc(N2CCN(C(=O)CCCN3C(=O)c4cccc5cccc(c45)C3=O)CC2)cc1,3,-2,-2,·,·,·,-4,·,·
CCOC(=O)CSc1nnc(CNC(=O)c2ccc(S(=O)(=O)N3CCCCC3)cc2)n1C,-5,-4,3,0,-3,-12,0,92[fluorescence artefact?],4
Cn1cc(C(=O)c2cccc(Cl)c2Cl)cc1C(=O)O,0,-10,8,·,·,·,-8,·,·
O=C(Nc1cccc(C(=O)N2CCCC2)c1)c1ccccc1,1,6,-2,1,-5,-32,-4,117[fluorescence artefact?],-2
Cc1ccc(-c2nc3cc(NC(=O)C(C)C)ccc3o2)cc1,3,1,9,·,11,·,-5,143,15
Cc1ccc(-c2nnc3sc(C4COc5ccccc5O4)nn23)cc1 (stereo not drawn),·,·,·,-4,9,-3,·,110,29
CC(c1ccco1)N(Cc1ccco1)C(=O)Nc1ccccc1 (stereo not drawn),1,-15,0,-3,-1,-1,-39,109,-4
COC(=O)c1c(C(=O)OC)c(-c2ccccc2)n2c1CS(=O)C2 (stereo not drawn),-3,12,12,-5,2,-17,-8,107,3
Cn1nnc2cc(C(=O)N3CCSCC3)ccc21,6,12,2,0,-8,-9,1,107,2
CN(C)c1ccc(C(=S)N2CCOCC2)cc1,-2,8,2,-6,-7,-1,-1,127[fluorescence artefact?],-3
COc1ccc(Nc2cc(C(=O)NCCCN3CCOCC3)c3ccccc3n2)cc1OC,11,26,7,4,-6,-1,3,97,1
O=C(COc1ccccc1)Nc1nccs1,0,21,3,·,-19,·,-6,110,-8
CCCCc1ccc(-c2nc(NC(=O)C3C4CCC(O4)C3C(=O)O)sc2C)cc1 (stereo not drawn),0,-1,3,·,·,·,-17,·,·
Cc1cc(C)cc(N(C(=O)CNC(=O)c2ccco2)C(C(=O)NC2CCCC2)c2cccnc2)c1 (stereo not drawn),·,·,·,2,37[fluorescence artefact?],-5,·,123,15
O=C(NCc1ccco1)c1cccc(NC(=O)c2ccco2)c1,2,-1,9,-2,21,-11,-30,109,18
Cc1nnc(SCc2ccon2)n1-c1ccccc1,-1,14,8,·,·,·,12,·,·
Cc1cc(N2C(=O)C(=O)/C(=C(/O)c3ccccc3)C2c2cccs2)no1 (stereo not drawn),-2,15,1,2,-4,-10,-4,110,7
CCN1C(=O)C2(C(C#N)=C(N)Oc3n[nH]c(-c4ccccc4)c32)c2ccccc21 (stereo not drawn),-1,10,5,-5,-6,4,-8,90,-5
CC(C)CC(=O)Nc1cccc(-c2cn3ccsc3n2)c1,0,13,-2,1,-9,-6,-7,117[fluorescence artefact?],-5
Cc1cc(NC(=O)CCCC(=O)N(CC(=O)NCCc2ccccc2)Cc2ccc(F)cc2)no1,1,6,3,0,4,-7,-9,105,2[fluorescence artefact?]
CS/C(=C\[N+](=O)[O-])Nc1ccccc1,-1,-5,5,4,-11,-4,-8,100,1
CCCC1C(C(=O)OCC)=C(C)NC(C)=C1C(=O)OCC,0,-15,-1,0,3,-18,-12,104[fluorescence artefact?],-4[fluorescence artefact?]
Cc1noc(/C=C/N(C)C)c1S(=O)(=O)N1CCc2ccccc21,5,-7,2,3,7,1,0,101,-10
O=c1ccsn1Cc1ccccc1,-1,28,9,-1,-15,59,-4,75,-15
O=C(CSc1nc2c([nH]c3ccccc32)c(=O)n1-c1cccc(Cl)c1)N1CCOCC1,14,0,8,·,91*[fluorescence artefact?],·,-12,44[fluorescence artefact?],73*[fluorescence artefact?]
O=C1C=C(NCCN2CCOCC2)CC(c2ccccc2)C1 (stereo not drawn),-6,-2,10,3,·,7,-1,·,·
COc1ccc(C2C(=O)N(CCc3ccccc3)CC(=O)N2C2CCCCC2)cc1 (stereo not drawn),1,-39,7,4,-3,-1,0,101,-6
# Next compounds
SMILES,FAK blocker,PLK1 PBD inh,Rev-RRE block,Mac1 fbg enh,ERa SRC1 inh,Mac1 fbg inh,PLK1 kinase inh,ERa coact pot,ERb SRC1 inh
CC1CCC(=C(C#N)c2nc(-c3cc4ccccc4oc3=O)cs2)CC1 (stereo not drawn),3,-20,12,-4,·,-13,12,·,·
Cc1cccc(N(C(=O)Cn2nnc3ccccc32)C(C(=O)NC(C)(C)C)c2ccsc2)c1 (stereo not drawn),1,3,-1,16,·,-7,4,·,·
CCOC(=O)C(C)Sc1ncnc2c1nnn2-c1ccc(F)cc1 (stereo not drawn),15,-3,6,-2,7,-8,-8,88,0[fluorescence artefact?]
COC(=O)c1c(NC(=O)c2ccnn2C)sc(C)c1C,-2,24,7,·,4,·,-16,121,-5[fluorescence artefact?]
COc1ccc(C2C(C#N)=C(N)N3C(=C2C#N)Sc2ccccc23)cc1 (stereo not drawn),·,·,·,28,25,-12,·,137,21
CC(C)OC(=O)CCC1(C(=O)O)CCC(=O)NC1 (stereo not drawn),3,-35,3,0,·,-9,-8,·,·
CC1(C)C2CCC1(C)C(NC(=O)CCN1CCCCC1)C2 (stereo not drawn),1,-37,2,-1,5,-4,-9,100[fluorescence artefact?],7[fluorescence artefact?]
NC(=O)C1(N2CCCCC2)CCN(C(=O)CSc2nc3ccccc3s2)CC1,-1,3,12,-5,8[fluorescence artefact?],14,-6,127,-2
Cc1noc(C)c1S(=O)(=O)NCCc1ccc(S(N)(=O)=O)cc1,-4,-5,7,-1,·,4,7,·,·
Cc1csc(NC(=O)c2cccc(Cn3nc(C)c(Br)c3C)c2)n1,5,-7,3,-11,-1,40,-11,110,-6

# Entries listed so far that bear a hit mark in PLK1 kinase inh.
SMILES,FAK blocker,PLK1 PBD inh,Rev-RRE block,Mac1 fbg enh,ERa SRC1 inh,Mac1 fbg inh,PLK1 kinase inh,ERa coact pot,ERb SRC1 inh
CCOC(=O)CSC(C)C(=O)Nc1nnc(C(C)C)s1 (stereo not drawn),7,-6,6,·,-8,·,64*,130,-9
Cc1ccc(CSCC(=O)N2CCN(c3ccc(F)cc3)CC2)cc1,-1,2,8,-6,-18,-16,109*,113,6

# (listing goes on)
SMILES,FAK blocker,PLK1 PBD inh,Rev-RRE block,Mac1 fbg enh,ERa SRC1 inh,Mac1 fbg inh,PLK1 kinase inh,ERa coact pot,ERb SRC1 inh
COc1ccc(N/C=C(/C(C)=O)c2ccccc2)cc1,3,8,-5,-7,·,-16,-5,·,·
COc1cc(OC)c(C2C(C#N)=C(N)OC3=C2C(=O)CC(C)C3)cc1OC (stereo not drawn),8,-7,10,-2,-3,-7,-10,125,3
Cc1cccc(-n2c(-c3csc(C(C)C)c3)n[nH]c2=S)c1,3,18,-4,-1,·,-3,-13,·,·
CC1CCN(CCNC(=O)CCS(=O)(=O)c2ccc(Br)cc2)CC1,·,·,·,-6,6,-17,·,108,17
CC(C)C(=O)Nc1cccc(C(=O)NCCc2ccc(S(N)(=O)=O)cc2)c1,-2,8,4,0,-5,-3,-10,90,-1
COc1ccc(S(=O)(=O)N(C)CC(=O)Nc2ccc(F)cc2)cc1,6,27,5,0,0,11,-19,100,-1[fluorescence artefact?]
COc1cc(C(=O)Nc2ccc(S(=O)(=O)Nc3cc(C)on3)cc2)cc(OC)c1OC,-1,-12,7,0,5,-1,-17,109,-5
Cc1ccc(-c2nnc(SCC(=O)Nc3ccc(N4CCOCC4)cc3)o2)cc1,-2,3,0,·,·,·,-10,·,·
Cc1[nH]c2ccccc2c1Cc1n[nH]c(=S)o1,-3,-24,0,-9,9[fluorescence artefact?],11,-14,95[fluorescence artefact?],-4[fluorescence artefact?]
CC(/C=C1\SC(=S)N(NC(=O)c2ccc(C)cc2)C1=O)=C\c1ccccc1,2,-22,8,·,·,·,-6,·,·
Nc1ccccc1SCc1cc([N+](=O)[O-])cc2c1OCOC2,1,17,7,·,·,·,-5,·,·
CCOc1cc(OCC)cc(C(=O)O)c1,-3,-5,5,1,99*[fluorescence artefact?],-8,-8,96,10[fluorescence artefact?]
O=C(c1cc(-c2ccc(Cl)cc2)n(-c2ccc(Cl)c(Cl)c2)n1)N1CCOCC1,5,-32,3,-1,·,-24,0,·,·
